# Pemphigus Ab inh: inhibitors of pemphigus antibody binding to human desmoglein-3; actives 0.48% (n = 310,000); DSG3-coupled beads, scFv-anti-DSG3-GFP binding, flow cytometry; stronger effect = lower value; AID 588358; P32926; binding (percent of control), % at 10 µM;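 active = binding more than 3 SD below its plate's average and above zero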;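 note: hits lower antibody fragment binding to DSG3; some compounds called inactive have numbers as strong as hits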
# Target sequence (P32926 whole entry, looked up, the tested form may be a part): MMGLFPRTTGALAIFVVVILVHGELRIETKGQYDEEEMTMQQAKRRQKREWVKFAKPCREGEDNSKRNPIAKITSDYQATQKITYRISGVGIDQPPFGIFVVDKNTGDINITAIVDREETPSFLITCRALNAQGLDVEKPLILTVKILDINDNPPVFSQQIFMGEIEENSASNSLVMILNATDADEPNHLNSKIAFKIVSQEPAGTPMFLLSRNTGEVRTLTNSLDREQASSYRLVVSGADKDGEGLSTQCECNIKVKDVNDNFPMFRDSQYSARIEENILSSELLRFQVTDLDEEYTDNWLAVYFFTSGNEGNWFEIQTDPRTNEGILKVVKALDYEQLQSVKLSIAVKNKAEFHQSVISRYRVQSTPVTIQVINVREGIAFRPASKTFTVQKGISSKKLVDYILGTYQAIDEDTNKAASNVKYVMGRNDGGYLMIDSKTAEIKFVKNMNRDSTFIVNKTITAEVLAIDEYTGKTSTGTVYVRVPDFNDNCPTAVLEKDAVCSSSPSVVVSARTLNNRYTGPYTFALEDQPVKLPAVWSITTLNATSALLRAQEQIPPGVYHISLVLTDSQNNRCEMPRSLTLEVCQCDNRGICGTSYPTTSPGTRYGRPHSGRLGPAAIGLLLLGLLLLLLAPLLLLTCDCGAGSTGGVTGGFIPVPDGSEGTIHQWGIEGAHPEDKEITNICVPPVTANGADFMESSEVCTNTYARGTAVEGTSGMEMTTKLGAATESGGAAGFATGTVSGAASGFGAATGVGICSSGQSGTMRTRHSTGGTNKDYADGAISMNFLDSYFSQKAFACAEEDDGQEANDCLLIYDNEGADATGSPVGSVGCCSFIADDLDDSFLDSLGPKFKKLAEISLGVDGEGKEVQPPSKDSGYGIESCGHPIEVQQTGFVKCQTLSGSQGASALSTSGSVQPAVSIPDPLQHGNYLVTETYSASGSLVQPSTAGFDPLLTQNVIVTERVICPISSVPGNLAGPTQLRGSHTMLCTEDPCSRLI
# phage Ecoli inh: E. coli growth loss with phage present; growth absorbance; inhibition, % at 11.9 µM; AID 651602; actives 0.26% (n = 360,000); in the data active = inhibition above about 11%
# PKA-R1A act: activators of PKA-R1A complex; P00514+P68181; PKA-R1A dissociation, Cy5-IP20 fluorescence polarization; scaled: DMSO 0%, 113 µM cGMP 100%; activation, % at 11.4 µM; actives 0.083% (n = 340,000); AID 504707;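 active = percent activation above the mean of all tested compounds plus 3 SD, cut at about 19% in these data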;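 note: higher means more PKAc released from R1A so a rise in polarization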
# Numbers without * were called inactive; . = not tested or not shown. This is a subset; rates above refer to the full screens.
SMILES,Pemphigus Ab inh,phage Ecoli inh,PKA-R1A act
C[C@H]1CN([C@@H](C)CO)C(=O)CCCn2cc(nn2)CO[C@@H]1CN(C)S(=O)(=O)c1cccc(C#N)c1,103,2.6,10
COc1cc2c(cc1O)C(CSC)Cc1cc3c(cc1N(C)CC2)OCO3 (stereo unspecified),103,0.4,8
Cc1ccc(S(=O)(=O)N(C)C[C@@H]2OCc3cn(nn3)CCCC(=O)N([C@@H](C)CO)C[C@H]2C)cc1,103,2.1,-4
COc1cccc2sc(=NC(=O)CS(=O)(=O)c3ccccc3)n(C)c12,111,4.0,-3
CC(C)(C)Cc1c(-c2ccc(C#N)cc2)nc2ccc(Cl)cn12,107,3.4,-11
O=C(CC1SCCNC1=O)NCc1ccccc1 (stereo unspecified),98,-0.8,0
O=C(c1nc2ccc(Cl)cn2c1CN1CCC[C@H]1CO)N1CCc2ccccc2C1,110,1.1,-10
COc1ccc(C2NC(=O)c3ccccc3N2)c(OC)c1OC (stereo unspecified),104,-1.8,-5
Cc1ccc(S(=O)(=O)NN2CCCCCC2)cc1,101,2.5,6
CCCc1c(C(=O)N/N=C(\CC)c2ccccc2)nnn1-c1nonc1N,95,3.1,-7
CCc1noc(C)c1C(=O)N(CC)CC(=O)NCc1ccc(F)cc1,95,1.7,-4
O=C(C#Cc1ccccc1)c1ccccc1,101,-1.2,4
CC(=O)N1N=C(c2ccc(Br)cc2)CC1c1cccc([N+](=O)[O-])c1 (stereo unspecified),100,2.3,5
S=C(NN=Cc1ccccn1)Nc1ccccn1,108,-0.9,-5
C[C@H](CO)N1C[C@H](C)[C@H](CN(C)S(C)(=O)=O)OCc2ccccc2-c2c(n(C)c3ccccc23)C1=O,109,3.0,-17
COc1ccc(C(CNC(=O)CCNS(=O)(=O)c2ccccc2)N2CCOCC2)cc1 (stereo unspecified),104,0.5,-3
Cn1ccc(=O)c2cc([N+](=O)[O-])ccc21,99,15*,1
CC(C)C(=O)N1CCCCCCN1C(=O)C(C)C,107,1.4,-1
C[C@@H]1CN([C@@H](C)CO)C(=O)c2c(c3ccccc3n2C)-c2ccccc2CO[C@H]1CN(C)S(=O)(=O)c1ccc(C#N)cc1,104,1.5,-5
CCCCCCn1c(=O)n2n(c1=O)C[C@]1(OC(=O)NCC3CCCCC3)CN(S(=O)(=O)c3ccc(C)cc3)C[C@]1(O)C2,108,1.5,-6
O=C(O)Cc1ccc(NS(=O)(=O)c2ccc3c(c2)OCCO3)cc1,98,2.9,3
Cc1ccc([C@@H]2CC(=O)[C@@H]3CN(S(=O)(=O)c4ccc(C)cc4)[C@H](c4cccc5ccccc45)C[C@@H]3N2S(=O)(=O)c2ccc(Cl)cc2)cc1,95,0.7,-1
Cc1cccc(N(CC(=O)NCc2ccco2)S(=O)(=O)c2ccccc2)c1,104,3.3,4
O=S(=O)(NC1CCN(Cc2ccccc2)CC1)c1ccc(F)c(F)c1,97,2.8,0
O=c1cc(-c2ccccc2)oc2ccc3ccccc3c12,93,3.6,3
COc1ccccc1NC(=O)CCNC(=O)C1CCN(S(=O)(=O)c2ccccc2)CC1,106,0.8,6
O[C@@H]1CN(Cc2cccs2)[C@@H](c2ccc(Cl)cc2)C[C@H]1n1cc(-c2ccc(F)cc2)nn1,105,2.6,-5
COc1ccc(C#Cc2ccc(C3=CC(=O)CC(C)(C)C3=O)cc2)cc1,100,3.2,-9
C[C@@H]1CN([C@@H](C)CO)S(=O)(=O)c2ccc(Br)cc2O[C@@H]1CN(C)S(=O)(=O)c1cn(C)cn1,112,3.1,-6
CCCCN1C(=O)C(CC(=O)NCCCN(C)C)CC(C(=O)N2CCOCC2)=C1C (stereo unspecified),.,0.6,-7
O=c1[nH]c(C(F)(F)F)nc2c1nc1n2CCC1,109,2.8,-2
Cc1cccc(NNC(=S)Nc2ccccc2)c1,88,1.6,-1
O=c1[nH]c2cc([N+](=O)[O-])cc(Cl)c2c2ccccc12,100,0.5,3
O=C(Cc1cccc([N+](=O)[O-])c1)Nc1ccccc1,102,3.2,13
O=C(C[C@@H]1C[C@H]2c3cc(NC(=O)Nc4ccccc4F)ccc3O[C@H]2[C@H](CO)O1)NCC(F)(F)F,100,4.5,-2
CCCCCCN1C[C@H](n2cc(C3CC3)nn2)[C@@H](O)C[C@@H]1c1ccccc1,.,1.8,-12
CC(=O)c1ccc2c3c(ccc([N+](=O)[O-])c13)CC2,101,4.2,7
C[C@@H]1CN([C@H](C)CO)C(=O)CCCn2nncc2CO[C@@H]1CN(C)C(=O)c1cc(-c2ccccc2)on1,100,3.7,-3
Cc1[nH]c2ccccc2c1C(=O)C(=O)NCc1nnnn1-c1ccc(F)c(F)c1,104,3.2,2
CC1(C)CC(=O)C=C(c2ccc(COC(=O)C(c3ccccc3)c3ccccc3)cc2)C1=O,104,0.1,-11
Nc1ccn(CCCN2CCN(C(=O)C3CC3)CC2)c(=O)n1,108,2.8,-17
O=c1[nH]c(=O)n2c(c1-c1ccccc1)OC(CBr)C2 (stereo unspecified),108,3.3,6
CC1NC(=O)c2cccnc2-n2c1nc1ccccc1c2=O (stereo unspecified),103,2.7,-4
CNC[C@H]1Oc2cc(Br)ccc2S(=O)(=O)N([C@@H](C)CO)C[C@@H]1C,109,2.1,-14
COc1ccc(C=C2CCC3C(=O)CCCC3(C)C2=O)cc1 (stereo unspecified),111,2.6,6

# Sorted by SMILES length (highest first): part of the list above.
SMILES,Pemphigus Ab inh,phage Ecoli inh,PKA-R1A act
O=C(C[C@@H]1C[C@H]2c3cc(NC(=O)Nc4ccccc4F)ccc3O[C@H]2[C@H](CO)O1)NCC(F)(F)F,100,4.5,-2
CC1(C)CC(=O)C=C(c2ccc(COC(=O)C(c3ccccc3)c3ccccc3)cc2)C1=O,104,0.1,-11
CCCCCCN1C[C@H](n2cc(C3CC3)nn2)[C@@H](O)C[C@@H]1c1ccccc1,.,1.8,-12
CNC[C@H]1Oc2cc(Br)ccc2S(=O)(=O)N([C@@H](C)CO)C[C@@H]1C,109,2.1,-14
Cc1[nH]c2ccccc2c1C(=O)C(=O)NCc1nnnn1-c1ccc(F)c(F)c1,104,3.2,2
O=c1[nH]c2cc([N+](=O)[O-])cc(Cl)c2c2ccccc12,100,0.5,3
CC(=O)c1ccc2c3c(ccc([N+](=O)[O-])c13)CC2,101,4.2,7
O=c1[nH]c(=O)n2c(c1-c1ccccc1)OC(CBr)C2 (stereo unspecified),108,3.3,6
COc1ccc(C=C2CCC3C(=O)CCCC3(C)C2=O)cc1 (stereo unspecified),111,2.6,6
CC1NC(=O)c2cccnc2-n2c1nc1ccccc1c2=O (stereo unspecified),103,2.7,-4
O=c1[nH]c(C(F)(F)F)nc2c1nc1n2CCC1,109,2.8,-2
Cc1cccc(NNC(=S)Nc2ccccc2)c1,88,1.6,-1

# The main list resumes, repeating the two entries before the break.
SMILES,Pemphigus Ab inh,phage Ecoli inh,PKA-R1A act
CNC[C@H]1Oc2cc(Br)ccc2S(=O)(=O)N([C@@H](C)CO)C[C@@H]1C,109,2.1,-14
COc1ccc(C=C2CCC3C(=O)CCCC3(C)C2=O)cc1 (stereo unspecified),111,2.6,6
CCN(CC(=O)Nc1c(F)cccc1F)C(=O)c1ccc2c(c1)C(=O)N(c1ccccc1C)C2=O,98,3.7,-1
CCN1C(=O)c2cccc3c(S(=O)(=O)N(C)C)ccc1c23,96,1.3,5
C[C@H](CO)N1C[C@H](C)[C@@H](CN(C)S(=O)(=O)c2ccc(-n3cccn3)cc2)OCc2cn(nn2)CCCC1=O,99,2.6,-5
C[C@@H]1CN([C@H](C)CO)C(=O)c2cc(Br)cnc2O[C@H]1CN(C)C(=O)c1ccccc1,100,1.8,-4
COc1ccc(C(C#N)=C2C=C(Cl)C(=NO)C=C2Cl)cc1,99,1.9,-3
C[C@@H]1CN([C@H](C)CO)C(=O)CCCn2nncc2CO[C@H]1CN(C)C(=O)Nc1ccc(N2CCCCC2)cc1,113,3.8,4
Cc1nc(Br)c(Br)n1Cc1ccccc1,109,1.1,-1
Cc1cc(NC(=O)CSc2nnc3ccc(-c4ccccc4)nn23)no1,103,-0.3,6
Cc1ccc([C@H]2C[C@H](n3cc(C4CC4)nn3)[C@@H](O)CN2C(=O)C2CCCCC2)cc1,103,3.3,-1
CC(C)CC(=O)Nc1nnc(SCC(=O)NC2CCCC2)s1,99,0.1,-3
O=C(NCCOc1ccc(F)cc1)C1CCC(=O)N(Cc2ccc(Cl)cc2)C1 (stereo unspecified),104,5.0,6
CCOc1ccccc1NC(=O)CCNC(=O)N1CC(=O)Nc2ccccc21,108,2.5,-2
CCn1c(C)cc(C(=O)COC(=O)CNC(=O)c2ccco2)c1C,100,11*,4
O=C(Nc1ccc2ccccc2c1)c1ccccc1Cl,102,4.2,0
CC(NS(=O)(=O)c1cccc(Cl)c1F)[C@H](O)c1ccccc1 (stereo partly specified),100,1.7,-3
COc1ccc(N(C)S(=O)(=O)c2cccc(C(=O)OCC(=O)Nc3cc(C)ccc3OC)c2)cc1,100,4.2,1
COc1ccc(CN2C(=O)C(CC(=O)NCCN3CCOCC3)CC(C(=O)N(C)C)=C2C)cc1 (stereo unspecified),104,0.7,2
CN1C=CC(C(C(N)=O)c2ccccc2)c2ccccc21 (stereo unspecified),101,3.2,0
COC(=O)C1=CCCCC(O)=C1C(=O)OC,103,1.6,3
O=Cc1cccc(OCc2cn(CC(=O)c3ccc(O)cc3)nn2)c1,88,4.8,-7
COc1ccc([C@H]2N[C@]3(CCCN(Cc4ccc(F)cc4)C3=O)[C@H]3C(=O)N(C)C(=O)[C@@H]23)cc1,110,2.6,-22
C[C@@H]1CN([C@@H](C)CO)C(=O)CCCn2nncc2CO[C@H]1CN(C)C(=O)Nc1ccc(N2CCCCC2)cc1,109,1.0,0
C[C@H](CO)N1C[C@H](C)[C@@H](CN(C)CC2CCOCC2)Oc2ncc(Br)cc2C1=O,104,4.1,-6
CC(=O)OCCn1c([N+](=O)[O-])cnc1C=[N+]([O-])C1CCCCC1,109,2.6,-6
COc1ccc(OC(=O)N(C)C[C@H]2OCc3cn(nn3)CCCC(=O)N([C@H](C)CO)C[C@@H]2C)cc1,110,1.5,-2
Nc1ccc(S(=O)(=O)Nc2nc(-c3ccccc3)cc(-c3ccccc3O)n2)cc1,98,-1.3,1
COc1ccc(NC(=O)N(C)C[C@H]2OCCCC[C@H](C)Oc3ccc(NS(=O)(=O)c4cn(C)cn4)cc3C(=O)N([C@H](C)CO)C[C@@H]2C)cc1,101,2.3,-2
O=C(O)C(=Cc1ccncc1)c1cccc2ccccc12,110,2.6,-8
COCC(=O)Nc1ccc2c(c1)[C@@H]1C[C@H](CC(=O)OC)O[C@H](CO)[C@@H]1O2,100,-0.9,-1
Cc1ccc(-c2ccc(CN3C(C)C(=O)N(Cc4cn(Cc5ccco5)nn4)CCS3(=O)=O)cc2)cc1 (stereo unspecified),102,1.4,-2
C[C@@H]1CN([C@@H](C)CO)C(=O)c2cc(Br)cnc2O[C@H]1CN(C)C(=O)c1ccncc1,99,2.7,12
CC(C)C1C(=O)N(Cc2cn(Cc3ccco3)nn2)CCS(=O)(=O)N1Cc1ccc(-c2ccccc2)cc1 (stereo unspecified),98,1.8,-3
CCCCCC(=O)N1C[C@@H](O)[C@H](n2cc(COC(=O)c3ccccc3)nn2)C[C@@H]1c1ccc(Cl)cc1,110,1.9,-8
Cn1c(=O)[nH]c(=O)c2c1nc(Br)n2Cc1ccc(Cl)cc1,102,1.9,-5
CC(Nc1nc(-c2cccnc2)nc2ccccc12)c1ccccc1 (stereo unspecified),107,-0.2,4
CC(C)(C)NC(=O)CN(C(=O)CCC(=O)Nc1nccs1)c1ccccc1F,104,3.3,13
O=C(NCc1ccc(Cl)cc1)N1CCN(C(=O)c2ccccc2)CC1,107,3.9,7
CC(=O)c1ccc(S(=O)(=O)N2CCN(c3ccnc4cc(Cl)ccc34)CC2)cc1,96,2.3,9
CSc1nc(S(=O)(=O)c2ccc(C)cc2)c(N2CCOCC2)s1,101,7.2,16
COc1ccccc1/C=N/Nc1nc(C)cc(=O)[nH]1,97,3.6,1
CC(=O)Nc1ccc(C(=O)OCC(=O)NC2CCCCCC2)cc1,100,1.4,15
Cc1coc2c(C)c3oc(=O)c(CCC(=O)N[C@H](C(=O)O)C(C)C)c(C)c3cc12,98,-0.7,-5
O=C(NCCNC(=O)c1ccc(-c2cccc(Cl)c2)o1)c1cnccn1,103,3.1,5
CSc1ncccc1C(=O)OCC(=O)N(C)Cc1ccc(C)cc1,103,-0.6,4
Cc1noc(C)c1NC(=O)N(C)C[C@@H]1OCc2cnnn2CCCC(=O)N([C@@H](C)CO)C[C@H]1C,105,1.7,-12
CCN(C(=O)COC(=O)CNS(=O)(=O)c1ccc(C)cc1)C1CCS(=O)(=O)C1 (stereo unspecified),90,0.1,-3
Cc1ccc(Cc2c(-c3ccc(Cl)cc3)nc3ccc(Cl)cn23)cc1,104,0.2,3
Cc1ccccc1C(C)(O)c1cnc(C)n1Cc1ccccc1 (stereo unspecified),100,2.4,-4
COC(=O)C1CCN(S(=O)(=O)CCNC(=O)c2ccccc2)CC1,102,1.5,4
COc1ccc(C(=O)C2CCCN(C(=O)Cn3nc(C)nc3C)C2)cc1F (stereo unspecified),96,-1.4,-2
Cc1cc(C)c(S(=O)(=O)N2CCOC23CCN(S(C)(=O)=O)CC3)c(C)c1,97,-0.1,0
Cc1ccc([C@H]2C[C@@H](O)[C@H](n3cc(COC(=O)c4ccccc4)nn3)CN2CC2CCCCC2)cc1,104,4.3,2
Cc1ccc(CS(=O)Cc2ccc(C(=O)N3CCN(c4cccc(C)c4C)CC3)o2)cc1 (stereo unspecified),104,2.4,3
O=C(NCc1nnnn1-c1ccc(F)cc1)c1cc2ccccc2o1,97,7.5,-16
CCCCCC(=O)OCc1ccc(C2=CC(=O)CC(C)(C)C2=O)cc1,99,1.2,-5
CC1CCN(S(=O)(=O)c2cc(C(=O)N3CCN(c4ccccc4)CC3)ccc2Br)CC1,101,2.6,1
